# APEX1 inh: inhibitors of human APE1 endonuclease; P27695; recombinant APE1, TAMRA/BHQ-2 abasic DNA cleavage fluorescence; Potency, µM (highest dose often 65.8 µM), for inactives: at the highest dose activity change, negative = inhibition, most hits filed as inhibitors; 0.35% of 350,000 active; AID 2517;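 further: potency means the concentration at half of the fitted maximal effect; plate controls were vehicle for no effect and reference inhibitor for full effect; nearly all actives have a fitted effect of over 55% in size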
#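 Measures dequenching upon AP-site incision of a 5'-TAMRA/3'-BHQ-2 THF-containing duplex, 50 nM; human APE1 0.75 nM after 15 min room-temperature exposure to compound; kinetic three-point read at one-minute spacing.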
# POLK inh: blocks human DNA polymerase kappa activity | purified Pol kappa, fluorescent DNA synthesis assay, 10 min | Q9UBT6 | 0.53% of 400,000 active | Potency, µM (highest dose often 107 µM), without a hit: top-dose activity, negative = inhibition, hits mostly inhibitors | AID 588579; further: potency means the concentration at half of the fitted maximal effect; on the % scale 0 is the no-effect control and ±100 the full control effect
# Target sequence (Q9UBT6 whole entry, looked up): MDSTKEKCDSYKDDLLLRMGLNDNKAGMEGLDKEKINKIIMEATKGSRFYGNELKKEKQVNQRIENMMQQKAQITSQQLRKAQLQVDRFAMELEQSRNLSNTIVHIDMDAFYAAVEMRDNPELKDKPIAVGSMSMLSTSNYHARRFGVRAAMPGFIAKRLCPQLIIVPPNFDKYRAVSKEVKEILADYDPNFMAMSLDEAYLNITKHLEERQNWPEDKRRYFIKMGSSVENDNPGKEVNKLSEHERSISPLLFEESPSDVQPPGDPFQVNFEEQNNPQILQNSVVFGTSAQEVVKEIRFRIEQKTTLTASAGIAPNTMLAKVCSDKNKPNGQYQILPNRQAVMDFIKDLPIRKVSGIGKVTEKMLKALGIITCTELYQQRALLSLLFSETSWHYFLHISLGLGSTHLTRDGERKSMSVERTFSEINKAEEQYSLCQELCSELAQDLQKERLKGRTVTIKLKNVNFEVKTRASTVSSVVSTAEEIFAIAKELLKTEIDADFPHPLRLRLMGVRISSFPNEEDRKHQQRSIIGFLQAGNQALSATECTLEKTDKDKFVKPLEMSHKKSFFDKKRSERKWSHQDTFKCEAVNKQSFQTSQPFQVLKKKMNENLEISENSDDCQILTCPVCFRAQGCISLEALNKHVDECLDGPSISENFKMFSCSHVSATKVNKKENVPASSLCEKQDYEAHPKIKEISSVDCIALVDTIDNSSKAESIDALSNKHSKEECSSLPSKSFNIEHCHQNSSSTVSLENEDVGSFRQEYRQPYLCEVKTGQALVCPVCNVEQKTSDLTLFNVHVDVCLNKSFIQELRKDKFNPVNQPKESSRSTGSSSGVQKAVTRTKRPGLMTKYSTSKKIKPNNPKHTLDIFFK
#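 Kinetic fluorescence readout at 0 and 10 min followed reaction start with substrate at 50 nM final. Beforehand, enzyme (10 nM Pol kappa) stood 15 min with compound at room temperature; buffer-only wells were negative controls.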
# Apoferritin bind: binds horse apoferritin like a general anesthetic; apoferritin/1-aminoanthracene competitive binding, fluorescence; P02791; Potency, µM (highest dose often 77.5 µM), for the others: at the top dose activity change, negative = displacement, usual class: inhibitors; AID 485281; 0.074% of 350,000 active; further: potency means the concentration at half of the fitted maximal effect; on the % scale 0 is the no-effect control and ±100 the full control effect; nearly all actives have a fitted effect of over 20% in size
# Target sequence (P02791 2-175 limits assumed): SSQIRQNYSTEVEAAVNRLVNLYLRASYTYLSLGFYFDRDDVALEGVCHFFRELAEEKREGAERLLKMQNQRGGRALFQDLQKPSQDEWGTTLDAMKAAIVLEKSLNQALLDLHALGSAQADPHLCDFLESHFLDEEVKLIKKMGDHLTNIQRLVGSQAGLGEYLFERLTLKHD
#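 10 uM apoferritin + 50% sat. 1-AMA, PBS; cpd 10 min RT; Ex380/Em535 endpoint; normalized to free probe vs complex; 4-param Hill fit; propofol titration as pos. ctrl.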
# TRHR ag: TRH receptor (human) agonism. P34981. TRHR cells, calcium flux fluo-8, FDSS agonist mode. activation, % at 2 µM. 0.18% of 360,000 active; in the data active means activation above about 30%; further: 0% is about no effect
#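 TRHR-expressing cells, plated overnight in medium with 10% serum, were loaded with fluo-8 calcium dye at room temperature. After a 10 s baseline, library compound was pin-added and calcium release was recorded kinetically (ex 480/em 530) as agonist response.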
# BLM helicase inh: blocks DNA unwinding by human BLM helicase; recombinant BLM DNA unwinding, fluorescence dequenching; Potency, µM (highest dose often 56.1 µM), for inactives: top-dose activity change, negative = inhibition, actives largely listed as inhibitors; 0.2% of 350,000 active; AID 2528;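 further: potency means the concentration at half of the fitted maximal effect; plate controls were vehicle for no effect and no enzyme for full effect; nearly all actives have a fitted effect of over 35% in size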
# ALOX12 inh: ALOX12 (human) lipoxygenase inhibition; Potency, µM (highest dose often 108 µM), for the others: top-dose activity change, negative = inhibition, actives largely listed as inhibitors; 1.1% of 580,000 active; purified 12hLO, xylenol orange hydroperoxide absorbance; further: potency means the concentration at half of the fitted maximal effect; on the % scale 0 is the no-effect control and ±100 the full control effect
#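 Purified human 12hLO (150 nM final) in 25 mM Hepes, 0.01% Triton X-100, pH 7.0 was preincubated 15 min at room temperature with compound. Then 40 uM arachidonic acid was added, 30 min. Hydroperoxide was read by Fe-XO absorbance ratio 573/405 nm.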
# POLB inh: DNA polymerase beta (human) inhibition; P06746; Pol beta primer extension/strand displacement, fluorescence kinetic; Potency, µM (series often up to 114 µM), for inactives: at the top dose activity change, negative = inhibition, hits mostly inhibitors; 1.3% of 340,000 active; further: potency means the concentration at half of the fitted maximal effect; on the % scale 0 is the no-effect control and ±100 the full control effect
#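 10 nM enzyme + cpd, 15 min RT; start with substrate 50 nM final; read 0 min and after 10 min RT. Corrected, normalized data; 4-parameter Hill curve fit.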
# ERG-DNA inh: inhibitors of human ERG Ets domain-DNA interaction; 0.028% of 370,000 active; Potency, µM (series often up to 76.9 µM), without a hit: at the highest dose FP activity, negative = inhibition, most hits filed as inhibitors; fluorescence polarization, His-ERG Ets domain / labelled DNA; active means well fitted inhibition curve with a large enough effect in the polarisation, with a control signal flat; inconclusive means small, poorly fitted or top-dose-only effect, or effect the other way, or a change in a side signal; inactive means no such curve, though single readings can be large or run the other way; the % refers to the polarisation;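 further: polarization taken with two DNA probes labelled with fluorescein and Texas red; potency means the concentration at half of the fitted maximal effect; % of control where 0% means no effect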
#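 His-tagged ERG Ets domain (1 uM in the protein solution; 300mM KCl, 50mM Tris-HCl, 1mM EDTA, 1mM DTT, pH 7.5) received compound, then a probe mix of 5 nM fluorescein-DNA and 100nM Texas-615-DNA. Fluorescence polarization was read for both dyes.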
# Pol iota inh: inhibitors of human DNA polymerase iota; Q9UNA4; Potency, µM (titrated, usually from 115 µM), for the others: at the top dose activity, negative = inhibition, hits mostly inhibitors; 1% of 390,000 active; Pol iota fluorescent replication assay, 10 min; further: potency means the concentration at half of the fitted maximal effect
#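 Pol iota at 10 nM preincubated 15 min with compounds at room temperature; reaction started with fluorescent substrate, 50 nM final. Fluorescence read kinetically at 0 and 10 min; buffer-only wells as negative control.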
# The depositor's hits bear a star; i = inactive; ? = inconclusive; · = no result given; & = joins results of further samples; ! = repeats disagree; [ ] = dose if it differs, or a comment. Unless noted, the call rests on the fitted dose curve; in most records, active means well fitted curve in the direction sought with a large enough effect; inconclusive means small, poorly fitted or top-dose-only effect, or another doubt; inactive means no such curve, though single readings can be large; an effect the other way counts as inactive or inconclusive.
no.	Structure	APEX1 inh	POLK inh	Apoferritin bind	TRHR ag	BLM helicase inh
1	Cc1ccc(NC(=O)CN2C(=O)NC3(CCc4ccccc43)C2=O)cc1S(=O)(=O)N1CCCCC1 (stereo not drawn)	-5%	-24%	·	1.5	·
2	CCOCCCNC(=O)CN(c1cc([N+](=O)[O-])ccc1OC)S(C)(=O)=O	13%	5%	-2%	-0.8	3%
3	O=C(CSc1ccc(-c2ccco2)nn1)NCc1ccccc1Cl	-3%	-1%	3%	0.6	6%
4	COc1ccc(/C=N/N2C(C)CCCC2C)cc1OC (stereo not drawn)	38%	0%	-3%	0.3	-5%
5	Cc1ccc(C(=O)NCC(c2cccs2)S(=O)(=O)c2ccccc2)cc1C (stereo not drawn)	·	-12%[60.1 µM]	3%	-1.0	-1%
6	C=CCOC(=O)COc1ccc2c(C)c(C)c(=O)oc2c1C	1%	1%	-6%	-0.2	4%
7	Cc1cc(Nc2ccc3c(c2)OCCO3)c2cc(Cl)ccc2n1	-2%	-8%	-4%	-0.4	51%[activator]
8	O=C(CCc1ccccc1)OCC(=O)c1ccc(Br)cc1	-2%	-8%[60.1 µM]	-8%	0.7	-2%
9	O=S(=O)(c1ccc(F)cc1)N1CCC(N2CCCCCC2)CC1	-2%	-21%	-10%	0.4	2%
10	COc1ccccc1N1CCN(C(=O)/C=C/c2ccc3c(c2)OCO3)CC1	-1%	0%	-16%	0.1	2%
11	CC(=O)Nc1c(Br)cc(N2C(=O)CCC2=O)cc1Br	-1%	-6%	-6%	0.9	2%
12	COc1ccc(Cc2nnc(SCC(=O)NC(C)c3ccccc3)o2)cc1 (stereo not drawn)	1%	-5%	-14%	-1.2	-4%
13	COc1ccc(/C=C/C(=O)c2cccs2)c(OC)c1	6%	-7%[19.4 µM]	·	·	1%
14	Cc1c(Cl)cccc1NC(=O)CCC(=O)N/N=C/c1ccco1	-2%	-1%	?	-0.2	-1%
15	Cc1ccc(S(=O)(=O)N2CCCCC2)cc1C(=O)NC1CC(C)(C)NC(C)(C)C1	12%	1%	·	0.1	·

no.	ALOX12 inh	POLB inh	ERG-DNA inh	Pol iota inh
1	-11%	·	3%	16%
2	0%	33%[activator]	-23%	31%[activator]
3	2%	-8%	-3%	25%
4	4%	-29%	-9%	132%[activator]
5	-8%	?	0%	-23%
6	-21%	-2%	-4%	-2%
7	-16%	-16%	-4%	12%
8	2%	-1%	-8%	20%
9	?	21%	-2%	19%
10	15%	27%	-5%	?
11	-25%	13%	-1%	26%
12	-22%	21%	1%	-2%
13	-13%	·	·	·
14	i	-20%	-6%	18%
15	-20%	·	10%	26%

# Additional results
no.	Structure	APEX1 inh	POLK inh	Apoferritin bind	TRHR ag	BLM helicase inh
16	Cc1nc(C(F)(F)F)nc(Nc2ccc(N=Nc3ccccc3)cc2)c1C#N	-1%	0%	-8%	-0.1	2%
17	CCCCC(CCC(=O)Nc1ccccc1C(=O)OCC)C(=O)O (stereo not drawn)	13%	-3%	4%	-0.4	2%
18	Cc1ccc(NC(=O)c2oc3ccccc3c2NC(=O)C23CC4CC(CC(C4)C2)C3)cc1	·	-17%	3%	0.9	-12%
19	CN(c1ccccc1C(=O)NC1CCCCC1)S(=O)(=O)c1ccccc1	-2%	1%	-6%	-0.1	-2%
20	O=C1C=CC[C@H](/C=C/C[C@@H](O)C[C@H](O)CCc2ccccc2)O1	·	-10%	·	·	·
21	Cc1[nH]c(C)c(S(=O)(=O)NCc2ccccc2Cl)c1C(=O)N1CCCC1	-11%	-11%	6%	0.7	0%
22	Cn1cc(C(F)(F)F)nc1-c1ccc(OC[C@@H](O)CNCCOc2ccc(O)c(C(N)=O)c2)cc1	-5%	-6%[19.4 µM]	·	·	-7%
23	O=C(Nc1ccncc1)c1cc(-c2ccccn2)nc2ccc(Br)cc12	-1%	-22%	-6%	0.5	-19%
24	O=S(=O)(NCCc1nnc2ccc(SCc3ccc(C(F)(F)F)cc3)nn12)c1ccccc1	·	1%	?	-0.3	-5%
25	COc1ccc(Cl)cc1NC(=O)C(C)N1CCc2ccccc21 (stereo not drawn)	-6%	-1%	-23%	-1.0	-7%
26	Cc1ccc(C(=O)CC2(O)C(=O)N(C)c3ccc(Br)cc32)c(C)c1 (stereo not drawn)	6%	-4%	-1%	0.1	0%
27	CC1CN(S(=O)(=O)c2cccc(C(=O)NNC(=O)C(C)Oc3ccccc3F)c2)CC(C)O1 (stereo not drawn)	0%	1%	·	-0.1	·
28	Oc1ccc(CNC2CCCCC2)cc1	1%	-19%	-6%	0.3	0%
29	Cc1ccc(C)c(NC(=O)Cn2nnc(C(=O)NCc3ccco3)c2N)c1	-19%	3%&-19%	-9%&-10%	-0.7&-0.2	-8%&-9%
30	O=C(Nc1cccc(C(=O)N2CCN(c3ccc(Cl)cc3)CC2)c1)c1nsc2ccccc12	·	-16%[60.1 µM]	57%[activator]	0.4	-9%

no.	ALOX12 inh	POLB inh	ERG-DNA inh	Pol iota inh
16	21%	25%	2%	3%
17	12%	32%	-10%	-10%
18	-19%	-1%	-1%	18%
19	-9%	-3%	5%	59%[activator]
20	7%	·	-4%	5%
21	3%	8%	-7%	25%
22	?	·	·	·
23	-10%	-24%	-1%	152%[activator]
24	0%	-1%	-1%	19%
25	0%	?	-3%	84%[activator]
26	1%	5%	-7%	2%
27	-16%	·	-18%	28%
28	0%	0%	-5%	7%
29	-23%&-21%	-1%&3%	-4%&9%	79µM*!
30	-29%	-17%	-2%	5%

# A draw from above in order of molar mass, rising.
no.	Structure	APEX1 inh	POLK inh	Apoferritin bind	TRHR ag	BLM helicase inh
6	C=CCOC(=O)COc1ccc2c(C)c(C)c(=O)oc2c1C	1%	1%	-6%	-0.2	4%
17	CCCCC(CCC(=O)Nc1ccccc1C(=O)OCC)C(=O)O (stereo not drawn)	13%	-3%	4%	-0.4	2%
16	Cc1nc(C(F)(F)F)nc(Nc2ccc(N=Nc3ccccc3)cc2)c1C#N	-1%	0%	-8%	-0.1	2%

no.	ALOX12 inh	POLB inh	ERG-DNA inh	Pol iota inh
6	-21%	-2%	-4%	-2%
17	12%	32%	-10%	-10%
16	21%	25%	2%	3%

# Further structures.
no.	Structure	APEX1 inh	POLK inh	Apoferritin bind	TRHR ag	BLM helicase inh
31	C/C(CC(=O)Nc1cccnc1)=N/NC(=O)COc1ccc(Cl)cc1Br	12%	0%	-19%	0.9	-8%
32	COC(=O)C(Cc1cnc(Cl)s1)(C(=O)OC)c1ccc([N+](=O)[O-])cc1	16%	-1%	-19%	-0.5	-3%
33	CCOc1ccc(N2CC(C(=O)NC3=NCCS3)CC2=O)cc1 (stereo not drawn)	3%	-5%	-5%	0.4	-7%
34	Cc1ccc(Cl)cc1N1CCN(C(=O)c2nn(C)c3c2CS(=O)(=O)c2ccccc2-3)CC1	·	-4%	0%	-0.4	1%
35	Cc1ccc(NC(=O)CN(C)C(=O)c2ccc(NS(=O)(=O)c3ccc4[nH]c(=O)[nH]c4c3)cc2)cc1	2%	-8%	·	0.4	·
36	CC(C)[C@H](NC(=O)OCc1ccccc1)C(=O)N[C@@H](Cc1c[nH]c2ccccc12)C(=O)O	11%	-1%	·	-0.1	·
37	CCN(CC(=O)Nc1c(F)cccc1F)C(=O)Cc1ccc(S(=O)(=O)N2CCOCC2)s1	39%	0%	·	0.9	·
38	Cc1ccc2nc(-c3ccc(O)cc3)c(Nc3ccc4c(c3)OCCO4)n2c1	-4%	-13%&-22%	0%&-9%	-1.1&-1.1	-4%&0%
39	CCC(C)NC(=O)CN(C1CCCCC1)S(C)(=O)=O (stereo not drawn)	2%	-21%	0%	0.5	0%
40	CCCn1c(=O)c2sccc2n2c(CCCC(=O)NC3CCCCC3)nnc12	·	-2%	2%	0.0	2%
41	O=C(NCCCn1ccnc1)c1ccco1	7%	-3%	-3%	0.0	0%
42	Cc1cc2ccccn2c1C(=O)c1nc(NCc2ccccc2)ncc1Cl	-5%	4%&-13%	-11%	0.8	-9%
43	Cc1ccnn1CC(=O)N/N=C/c1ccc([N+](=O)[O-])s1	?	-8%	-7%	-0.3	-1%
44	Cn1c(-c2ccc3c(c2)OCO3)cnc1NC(=O)CCC(=O)NCCc1ccccc1	16%	-6%	-12%	0.2	1%
45	COc1cc2c(C(=O)Nc3ccc4c(c3)OCO4)cn(CC(C)C)c(=O)c2cc1OC	-2%	·	-19%	-1.5	-13%
46	COc1ccc(NC(=O)NNS(=O)(=O)c2cc(C)ccc2C)cc1OC	-4%	-6%	-6%	0.3	-1%
47	Clc1ccc(N2COC3c4cccc5cccc(c45)C32)cc1 (stereo not drawn)	-3%	-5%	-7%	0.2	-6%
48	COc1ccc(NC(=O)C2CCCN(S(=O)(=O)c3ccc4c(c3)oc(=O)n4C)C2)c(OC)c1 (stereo not drawn)	-1%	-10%&-8%	48%&-8%[activator]	-2.3&0.1	-2%&-2%

no.	ALOX12 inh	POLB inh	ERG-DNA inh	Pol iota inh
31	137%[activator]	46%	-5%	6%
32	0%	20%	-1%	16%
33	-6%	-1%	11%	-13%
34	6%	4%	-3%	4%
35	-1%	·	14%	-5%
36	-9%	·	-3%	32%[activator]
37	19%	·	2%	28%
38	?	5%&-1%	8%&-7%	-4%&-7%
39	?	-2%	-2%	-6%
40	0%	-1%	-1%	26%
41	-17%	-1%	-7%	1%
42	-12%	4%	-6%	79µM*!
43	83%[activator]	-3%	-3%	-1%
44	9%	3%	0%	9%
45	·	2%	·	·
46	0%	35%	-3%	34%[activator]
47	?	-14%	-1%	21%
48	?	-3%&12%	3%&-1%	15%&-15%

# From PubChem BioAssay

# Only part of the results is shown; the hit share may differ from the screen's.
